GAA glycogen mod = GAA glycogen-cleavage inhibition or activation; hit rate 0.38% among 300,000; P10253; Potency, µM (titrated, usually from 76.4 µM), without a hit: at the highest dose activity change, negative = inhibition, actives largely listed as inhibitors; recombinant GAA, glycogen substrate, Amplex Red glucose oxidase fluorescence; active means well fitted inhibition curve with a large enough effect; inconclusive means small, poorly fitted or top-dose-only effect, or another doubt; inactive means no such curve, though single readings can be large or run the other way;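 further: 0% = full enzyme reaction and -100% = no-enzyme basal signal; the screen sought inhibitors and activators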
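qHTS, 1536-well; enzyme 4 nM final; cpd up to 77 uM; substrate bovine liver glycogen 30 ug; 50 mM citrate/phosphate pH 5.0, 0.01% Tween-20; 37 C, 40 min; Amplex Red detection 45 min RT; Hill fit → AC50.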
* hit, by the source's call; ? = inconclusive; [ ] = remark or other dose. Potency means the concentration at half of the fitted maximal effect. A portion of the library; count on the stated rates, not on these rows.

Molecule	GAA glycogen mod
CCC(O)c1nc2ccccc2n1Cc1cc(C)ccc1C (stereo not drawn)	-1.0%[76.3 µM]
CC(=O)Nc1ccc(S(=O)(=O)N2CCC(C(=O)NCCc3c[nH]c4ccccc34)CC2)cc1	-12.0%
CCN(CC)C(=O)CSc1nc2cc(S(=O)(=O)N3CCOCC3)ccc2n1CC	2.2%[76.3 µM]
COC(=O)c1ccc(C(=O)N2CCCC(Nc3ccc(C(C)C)cc3)C2)nc1 (stereo not drawn)	-16.8%[76.3 µM]
COc1ccc(NS(=O)(=O)c2ccc3[nH]c(=O)ccc3c2)cc1OC	-16.8%[76.3 µM]
CCOC(=O)N1CCN(S(=O)(=O)N2CCCC(C(=O)NCCCN3CCC(C)CC3)C2)CC1 (stereo not drawn)	-8.0%[76.3 µM]
CC(C)C(C(=O)NC1CCCC1)N(CC1CCCO1)C(=O)CNS(=O)(=O)c1ccc(F)cc1 (stereo not drawn)	0.7%
CC(C)(C)NC(=O)C1CC(=O)N(CCc2ccc(F)cc2)C1 (stereo not drawn)	0.1%[76.3 µM]
O=[N+]([O-])c1ccc(-c2nnc3n2CCCCC3)cc1	3.8%
CC(=O)c1ccc(NC(=S)NC(=O)/C=C/c2ccc(F)cc2)cc1	0.7%
Cc1ccc(CC(=O)Nc2ccc(S(=O)(=O)Nc3nccc(C)n3)cc2)cc1	0.9%[76.3 µM]
CC1CCN(CC(O)CN2c3ccccc3Sc3ccccc32)CC1 (stereo not drawn)	1.9%
Cc1ccc(C(=O)N/C(=C\c2ccco2)C(=O)N2CC(C)OC(C)C2)cc1C (stereo not drawn)	1.1%[76.3 µM]
COc1cccc(C(=O)Nn2cnnc2)c1OC	-23.7%[76.3 µM]
Cc1ccnc(N2C(=O)c3ccc([N+](=O)[O-])cc3C2=O)c1	0.7%[76.3 µM]
CC(C)(C)c1ccccc1NC(=S)NC1CCCC1	-3.1%[76.3 µM]
CCc1cccc(NC(=O)c2ccc(CNS(=O)(=O)c3ccc4c(c3)C(C)(C)C(=O)N4C)cc2)c1	8.4%[76.3 µM]
COc1ccc(N(C(=O)COc2ccccc2OC)S(=O)(=O)c2ccc(Cl)cc2)cc1	5.3%[76.3 µM]
CCOc1ccc(NC(=O)CSc2oc(-c3ccco3)nc2S(=O)(=O)c2ccc(C)cc2)cc1	0.9%[76.3 µM]
COCCCN1C(=O)c2[nH]nc(-c3ccccc3O)c2C1c1ccc(OC)cc1 (stereo not drawn)	10.7%[76.3 µM]
CSCC[C@H](NC(=O)N1CCn2c1nc1ccccc12)C(=O)NCc1ccc2c(c1)OCO2	-9.7%[76.3 µM]
CC(=O)c1c(C)n(-c2cccc(C)c2)c2ccc(OC(=O)COc3ccccc3)cc12	5.3%[76.3 µM]
CC(C)CCOc1ccccc1Cn1c(=O)sc2ccccc21	-0.6%[76.3 µM]
COc1ccc(CN(C(=O)c2ccccc2F)C2CCS(=O)(=O)C2)cc1 (stereo not drawn)	17.7%[76.3 µM]
CC(=O)c1c(Cl)nc2cccc3c2c1-c1ccccc1C3=O	-9.3%[76.3 µM]
CC/C(=N\NC(=O)Cc1ccc(Br)cc1)c1cccs1	-0.8%[76.3 µM]
Cn1nc(C(=O)NCc2ccccc2Cl)c2c1-c1ccccc1SC2	9.0%[76.3 µM]
CSc1ccc(C(=O)NC2CCSc3ccccc32)cc1 (stereo not drawn)	0.3%
CCc1ccccc1NC(=O)C1(C)Cc2ccccc2C(=O)O1 (stereo not drawn)	14.9%[76.3 µM]
O=C(c1cc2ccccc2o1)N1CCN(c2ccccn2)CC1	-11.2%[76.3 µM]

Shown field by field: entries from further up.
CCOc1ccc(NC(=O)CSc2oc(-c3ccco3)nc2S(=O)(=O)c2ccc(C)cc2)cc1
  GAA glycogen mod = 0.9%[76.3 µM]
COCCCN1C(=O)c2[nH]nc(-c3ccccc3O)c2C1c1ccc(OC)cc1 (stereo not drawn)
  GAA glycogen mod = 10.7%[76.3 µM]
CSCC[C@H](NC(=O)N1CCn2c1nc1ccccc12)C(=O)NCc1ccc2c(c1)OCO2
  GAA glycogen mod = -9.7%[76.3 µM]
CC(=O)c1c(C)n(-c2cccc(C)c2)c2ccc(OC(=O)COc3ccccc3)cc12
  GAA glycogen mod = 5.3%[76.3 µM]

(next part)
Molecule	GAA glycogen mod
COc1ccc(NC(=O)C2CCCN(S(=O)(=O)c3ccc(Cl)cc3)C2)cc1 (stereo not drawn)	-6.6%[76.3 µM]
CC(CCc1ccccc1)NC(=O)CN(C)Cc1ccc(F)cc1 (stereo not drawn)	-8.4%
O=C(NCCCN1CCOCC1)c1ccc(NS(=O)(=O)c2ccccc2)cc1	-6.1%[76.3 µM]
CC(=O)N1CCN(CC(c2ccccc2)c2ccccc2)CC1	-11.1%[76.3 µM]
O=C(NCc1ccccc1)c1c(O)c2ccccc2[nH]c1=O	-4.7%[76.3 µM]
Cc1oc(-c2ccc(Cl)cc2)nc1CS(=O)CC(=O)NCc1ccco1 (stereo not drawn)	-5.6%[76.3 µM]
CCOCCCn1c(=S)[nH]c2cc(C(=O)N3CCN(C4CCCCC4)CC3)ccc2c1=O	0.5%[76.3 µM]
Cn1c(=O)[nH]c(=O)c2c1nc(N)n2Cc1ccccc1	8.6%
CCOC(=O)c1c(-c2ccc(C)cc2)csc1NC(=O)c1cc(-c2ccc(OC)cc2)on1	14.2%[76.3 µM]
Cc1nc2cc(NCc3ccc(Cl)cc3)ccc2n1C	-0.5%[76.3 µM]
O=C(NC1CCCCC1)c1ccc(CS(=O)(=O)c2ccc(Cl)cc2)o1	-12.5%[76.3 µM]
CC(=O)n1cc(/C=N/NC(=O)c2ccccc2Cl)c2ccccc21	1.0%
CCN1CCN(c2cc(C)c3cc(NC(=O)c4cc(Cl)ccc4OC)ccc3n2)CC1	-5.7%[76.3 µM]
Cc1cc2c(cc1S(=O)(=O)N1CCN(c3cccc(C)c3C)CC1)OCCN2C	3.8%[76.3 µM]
Cc1cc2oc(C(=O)Nc3ccc(S(=O)(=O)Nc4onc(C)c4C)cc3)cc(=O)c2cc1C	-4.0%[76.3 µM]
COc1ccc(-c2cc(C)no2)cc1S(=O)(=O)Nc1ccc(NC(C)=O)cc1	-23.6%[76.3 µM]
Cc1ccc(CCNC(=O)c2cc(S(=O)(=O)N3CCCC3)cn2C)cc1	2.4%[76.3 µM]
COc1cc(NC(=O)c2ccc3c(c2)OCCO3)ccc1NC(=O)c1ccccc1Cl	-2.2%[76.3 µM]
CCOc1ccccc1NC(=O)C1CCCN(S(=O)(=O)c2ccc(-n3cnnn3)cc2)C1 (stereo not drawn)	-1.0%
CC1=NN(c2ccccc2)C(=O)/C1=C\N(O)c1ccccc1	0.4%[76.3 µM]
CCOC(=O)Cn1nc(C)c(NC(=O)c2ccc(Br)o2)c1C	0.6%
CNC(=O)c1c(NC(=O)C2=COCCO2)sc2c1CCCC2	1.1%[76.3 µM]
O=C(c1ccc(C(F)(F)F)cc1)N1CCN(S(=O)(=O)c2ccc3c(c2)OCCCO3)CC1	7.6%[76.3 µM]
CCCCNC(=O)[C@H]1C[C@H]1[C@@H](O)[C@H](CO)NC(=O)[C@H](CC(C)C)NC(=O)OC(C)(C)C	23.4%[76.3 µM]
Cc1ccc(S(=O)(=O)N2C(=O)[C@@H]3Cc4ccccc4CN3C2=O)cc1	2.7%
C/C(=N\NC(N)=S)c1cc(-c2ccccc2)c(-c2ccccc2)s1	-14.4%[76.3 µM]
C[C@@H](CN=[N+]=[N-])CN1CC[C@H](NC(=O)OCc2ccccc2)CCC1=O	18.8%[76.3 µM]
O=C(C1CC(=O)N(c2ccc(F)cc2)C1)N1CCOCC1 (stereo not drawn)	-0.5%
Cc1ccc(OCC(O)CNC2CCCC2)cc1C (stereo not drawn)	15.4%[76.3 µM]
CC1CC(C)CN(C(=O)CCCNC(=O)c2ccc(Cl)cc2)C1 (stereo not drawn)	0.0%[76.3 µM]
CCS(=O)(=O)c1ncc(Cl)c(C(=O)Nc2c(C(=O)Nc3cccc(C)c3)oc3ccccc23)n1	15.5%[76.3 µM]
CCOc1ccccc1N1CC(c2nc3ccccc3n2CCCOc2ccccc2)CC1=O (stereo not drawn)	0.1%[76.3 µM]
Cc1cc(Cl)ccc1OCC(=O)N1CCC(c2nc3ccccc3o2)CC1	3.8%[76.3 µM]
Cc1cc(-n2cnnn2)cc(C)c1S(=O)(=O)N(C)c1ccccc1	-0.9%[76.3 µM]
Oc1ccc(C23CC4CC(CC(C4)C2)C3)cc1O	?
CCc1ccc(NC(=O)C2CCCN2S(=O)(=O)c2cccc3nsnc23)cc1 (stereo not drawn)	-5.9%[76.3 µM]
Cc1cc(C)cc(COc2ccc3c(C)c(CC(=O)O)c(=O)oc3c2C)c1	-3.0%
CCOC(=O)Cn1c(=O)c2c(nc3n2CCN3c2ccc(CC)cc2)n(C)c1=O	5.3%[76.3 µM]
COc1ccccc1N1CCN(C(c2ccc(Cl)cc2)c2nnc(-c3cccc(F)c3)o2)CC1 (stereo not drawn)	-6.7%[76.3 µM]
COC(=O)c1ccc(/C=C2/SC(=S)N(CCC(=O)N3CCOCC3)C2=O)cc1	1.7%
CCCC[C@]12Cc3cc(C#N)ccc3C(O1)c1c(c3cc(F)ccc3oc1=O)O2	-3.7%[15.3 µM]
COc1ccc(CNC(=O)c2cc3ccccc3oc2=O)cc1	6.6%
O=C(Nc1ccc(C(=O)NCCCN2CCCCC2)cc1)C1=CSCCO1	-0.9%[76.3 µM]
COc1ccc(-c2cc(CNS(=O)(=O)c3cc(OC)ccc3OC)on2)cc1	2.0%[76.3 µM]
CCOC(=O)N1CCN(Cc2nnc(-c3ccccc3C)o2)CC1	2.7%
Cc1nc(Nc2ccccc2F)c2nnn(Cc3ccccc3Cl)c2n1	-0.4%[76.3 µM]
CC(=O)c1ccc(NC(=O)CCNS(=O)(=O)c2cc(Br)cnc2N)cc1	-11.5%[76.3 µM]
Cc1ccn2cc(CNS(=O)(=O)c3ccc4ccccc4c3)nc2c1	-1.8%[76.3 µM]
CC(=O)NC(Cc1ccc(F)c(F)c1)C(=O)NC1CCN(C(=O)c2ccc(Cl)cc2)CC1 (stereo not drawn)	7.4%
Cc1cc(C)cc(Nc2cc(C(=O)NC3CCC(C)CC3)c3ccccc3n2)c1 (stereo not drawn)	9.0%[76.3 µM]
COc1ccc(C(=O)Nc2nnc(S(=O)(=O)Cc3ccccc3)s2)cc1	1.8%[76.3 µM]
Cn1c(SCC(=O)NC2CCCCC2)nnc1-c1cccnc1	-4.2%
CC(=O)N1CCN(C(=O)C2(NC(=O)Nc3cccc(F)c3)CCCCC2)CC1	-0.4%
CCN(CC(=O)NCc1ccc(Cl)cc1)C(=O)CSc1ccc(Br)cc1	-0.5%[76.3 µM]
CCN(CC)CCC(=O)N1c2ccccc2CCc2ccc(NC(=O)OC(C)C)cc21	-11.1%[76.3 µM]
O=C(Nc1ccccc1C(=O)O)c1cccc(S(=O)(=O)N2CCCC2)c1	-3.9%[76.3 µM]
Cc1ccc(C(=O)N/C(=C\c2ccco2)C(=O)NCCN2CCOCC2)cc1C	-8.0%[76.3 µM]
Cc1cc(NC(=O)c2ccccc2)no1	0.9%
Cc1ccc(C)c(NC(=O)CN2C(=O)c3cccnc3Oc3ccc(C)cc32)c1	12.7%[76.3 µM]
Cc1ccccc1OCC(=O)N1CCCCCCC1	1.5%[76.3 µM]

More compounds:
Molecule	GAA glycogen mod
O=C(CSc1nnc(CNC(=O)c2ccccc2)o1)Nc1ccc2c(c1)OCCO2	1.8%[76.3 µM]
O=C(NCc1cccs1)c1ccc(CSc2nc3ccncc3n2Cc2cccc(F)c2)cc1	7.0%[76.3 µM]
Cc1c(C(=O)NCc2ccco2)oc2ccccc12	-1.1%
O=C(O)c1ccc(-n2nncc2-c2ccccc2)cc1	0.3%[76.3 µM]
COc1ccc(NC(=O)C2=CC(c3ccc4c(c3)OCO4)=NS(=O)(=O)N2C)cc1OC	10.9%[76.3 µM]
CC(=O)n1cc(CO)c2ccccc21	20.1%[76.3 µM]
CCCn1c(C(C)Nc2nc(-c3ccc(C)cc3)cs2)nc2ccccc21 (stereo not drawn)	-23.4%[76.3 µM]
CCCn1c(=O)c2sccc2n2c(CCCC(=O)N3CCN(c4ccccc4OC)CC3)nnc12	-12.9%[76.3 µM]
O=C(Nc1ccc(Br)cc1)c1cnc[nH]1	-8.9%
COc1cccc(NC(=O)c2nnn(Cc3ccc(OC)c(Br)c3)c2N)c1	-16.8%[76.3 µM]
C=CCSc1ccccc1C(=O)Nc1ncn[nH]1	15.8%[76.3 µM]
COc1ccccc1CNC(=O)CCn1c(=O)c2ccccc2n(CC(=O)Nc2ccc(C)cc2)c1=O	-5.8%[76.3 µM]
O=C(O)c1nn(CCOc2ccccc2F)c(=O)c2ccccc12	0.6%
CN1N=C(C(=O)N2CCCC(N3CCN(c4ccc(F)cc4)CC3)C2)CCC1=O (stereo not drawn)	-0.9%[76.3 µM]
O=C(NCc1ccc(F)cc1)C1CCCN1C(=O)Nc1ccccc1 (stereo not drawn)	-9.5%[76.3 µM]
COc1ccccc1CNc1ccc(-c2nc(-c3ccco3)no2)cc1[N+](=O)[O-]	17.0%[76.3 µM]
CCOC(=O)c1ccc(NC(=O)c2ccc(-c3cccc(Cl)c3C)o2)cc1	6.4%[76.3 µM]
